# CHRM4 agonist: CHRM4 agonism in calcium assay; P08173; CHO-K1 hM4/Gqi5, Fluo-8 calcium fluorescence; vehicle 0%, full acetylcholine response 100%; activation, % at 3 µM; hit rate 0.14% among 360,000; AID 624127;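 active = activation above the run mean over all test wells plus 3 SD, cut at about 32% in these data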;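 note: peak over basal fluorescence ratio per well then scaled between controls; 0% = DMSO wells and 100% = acetylcholine at EC100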
# Target sequence (P08173 whole entry, looked up): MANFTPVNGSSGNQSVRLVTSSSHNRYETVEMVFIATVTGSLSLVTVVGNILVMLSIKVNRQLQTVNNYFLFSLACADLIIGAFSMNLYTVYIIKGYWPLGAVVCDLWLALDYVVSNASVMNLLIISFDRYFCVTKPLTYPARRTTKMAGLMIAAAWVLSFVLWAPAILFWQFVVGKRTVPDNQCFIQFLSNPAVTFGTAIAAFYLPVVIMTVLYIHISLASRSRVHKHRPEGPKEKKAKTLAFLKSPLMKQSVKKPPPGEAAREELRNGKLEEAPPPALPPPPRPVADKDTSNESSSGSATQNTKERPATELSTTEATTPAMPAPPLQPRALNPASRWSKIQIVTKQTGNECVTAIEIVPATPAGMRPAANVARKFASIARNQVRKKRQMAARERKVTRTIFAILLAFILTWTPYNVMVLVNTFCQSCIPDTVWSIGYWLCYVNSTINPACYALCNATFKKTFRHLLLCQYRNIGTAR
# M5 PAM: potentiates acetylcholine response at human M5 receptor | activation, % at 3 µM | P08912 | hit rate 0.3% among 360,000 | CHO-K1 hM5, Fluo-8 calcium, ACh EC20 PAM; 0% = ACh EC20, 100% = ACh EC100;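 active = activation above the run cutoff, the mean activation of all test compounds plus 3 SD, cut at about 18% in these data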
# Target sequence (P08912 whole entry, looked up): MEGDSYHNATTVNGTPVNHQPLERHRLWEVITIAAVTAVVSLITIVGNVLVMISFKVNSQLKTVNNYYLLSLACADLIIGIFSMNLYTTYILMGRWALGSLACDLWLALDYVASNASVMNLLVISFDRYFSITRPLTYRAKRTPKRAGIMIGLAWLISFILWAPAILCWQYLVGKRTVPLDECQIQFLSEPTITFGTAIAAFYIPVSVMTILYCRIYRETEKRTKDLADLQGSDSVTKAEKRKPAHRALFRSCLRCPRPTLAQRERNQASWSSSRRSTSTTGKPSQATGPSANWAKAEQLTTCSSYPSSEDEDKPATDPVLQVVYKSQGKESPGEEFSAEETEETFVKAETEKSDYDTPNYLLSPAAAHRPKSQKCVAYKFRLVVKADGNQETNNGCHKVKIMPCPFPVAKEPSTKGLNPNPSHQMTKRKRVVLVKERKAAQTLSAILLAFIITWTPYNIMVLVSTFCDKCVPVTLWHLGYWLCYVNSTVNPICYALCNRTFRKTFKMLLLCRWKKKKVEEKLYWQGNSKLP
#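 system = human M5 receptor in CHO-K1 cells | reagent = EC20 acetylcholine as agonist stimulus | compound dosing = single-point, 3 µM nominal | incubation = Fluo-8 loading 80 min at 37 °C plus 30 min room temperature | detection = Fluo-8 calcium dye fluorescence, kinetic read | benchmarks = low control EC20 acetylcholine (0%), high control EC100 acetylcholine (100%)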
# M5 antag: blocks acetylcholine activation of human M5 receptor | P08912 | CHO-hM5 cells, Fluo-8 calcium fluorescence, ACh EC80 | inhibition, % at 3 µM | hit rate 0.59% among 360,000;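 active = inhibition above a per-plate cutoff, the mean of that plate's test compounds plus 3 SD, cut at about 27% in these data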;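 note: 0% = acetylcholine EC80 with DMSO and 100% = DMSO without agonist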
# CHRM5 agonist: CHRM5 agonism in calcium assay. P08912. CHO-K1 hM5 cells, Fluo-8 calcium fluorescence; 0% DMSO wells, 100% maximal acetylcholine response. activation, % at 3 µM. hit rate 0.19% among 360,000. AID 624037;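 active = activation above the run's mean over test compounds plus 3 SD, cut at about 23% in these data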;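 note: signal is peak over basal fluorescence ratio across the kinetic read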
# CRFR2-BP ag: CRF-BP/CRF-R2 complex agonism. HEK293 CRF-R2/CRF-BP, calcium dye fluorescence (FLIPR); percent of saturating CRF peptide response. activation, % at 13.2 µM. hit rate 0.46% among 350,000;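 active = activation of at least 50%, plus an integration ratio under a set limit after plate pattern correction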;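 note: plate controls were neutral control wells without compound for no effect and CRF at EC100 for full effect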
# M1 antag: blocks human M1 muscarinic receptor; inhibition, % at 3 µM; CHO-K1 hM1, Fluo-8 calcium fluorescence, ACh EC80 antagonist; hit rate 1.3% among 360,000;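 active = percent inhibition above its own plate's cutoff, namely the mean of that plate's compound wells plus 3 SD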;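 note: peak over basal fluorescence ratio during 140 s after agonist addition; 0% = ACh EC80 plus DMSO and 100% = DMSO alone without agonist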
# CHRM4 PAM: positive allosteric modulators of human muscarinic M4 receptor; activation, % at 3 µM; CHO-K1 hM4/Gqi5, Fluo-8 calcium fluorescence, ACh EC20; 0% = ACh EC20, 100% = maximal ACh; hit rate 0.4% among 360,000;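 active = activation above its plate's cutoff, the mean activation of sample wells plus 3 SD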; note: some results filed as inactive read as strong as hits
# CHRM4 antagonist: blocks acetylcholine activation of human M4 receptor | P08173 | CHO-hM4 cells, ACh EC80, Fluo-8 calcium fluorescence | inhibition, % at 3 µM | hit rate 0.73% among 360,000;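 active = inhibition above its plate's cutoff, the mean inhibition of sample wells plus 3 SD, cut at about 27% in these data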;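 note: 0% = acetylcholine EC80 with DMSO and 100% = DMSO without agonist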
# M1 PAM: potentiates human M1 receptor response to acetylcholine | P11229 | CHO-K1 hM1, Fluo-8 calcium fluorescence, ACh EC20; 0% = ACh EC20, 100% = maximal ACh | activation, % at 3 µM | hit rate 0.088% among 360,000 | AID 588819; in the data active = activation above about 19%, passing the limit was not always enough
# An asterisk follows results filed as active; . = not tested or not shown. Compounds as they come (roughly 2.8% active in at least one column).
SMILES,CHRM4 agonist,M5 PAM,M5 antag,CHRM5 agonist,CRFR2-BP ag,M1 antag,CHRM4 PAM,CHRM4 antagonist,M1 PAM
CC(=O)c1sc(NC(=O)C2CC(=O)N(Cc3ccco3)C2)nc1-c1ccccc1 (centres undefined),1,-3,8,-1,0.2,-4,10,-1,5
COc1ccccc1N(C)S(=O)(=O)c1ccc(Cl)c(C(=O)NCCCN2CCOCC2)c1,2,5,-9,-2,1.8,-7,-2,-4,4
CC(=O)Nc1ccc(C(=O)NCC2CCCCC2)cc1,0,0,2,-2,0.2,-11,-2,6,7
O=c1[nH]c2ccccc2n1CCCOc1ccccc1,5,6,-8,-3,2.5,-11,-2,-16,4
CCOc1ccc2nc(SCC(=O)Nc3cccc(S(=O)(=O)NC4=NCCCCC4)c3)[nH]c2c1,8,-7,7,0,-1.9,1,-11,-8,-1
O=C(Cc1ccc(Cl)cc1)N/N=C/c1cccs1,1,1,-7,-1,-0.5,0,4,-4,0
CSc1ccccc1NC(=O)CSCc1ccc(C)cc1,-2,3,4,-3,0.1,-15,0,6,11
CCOC(=O)c1cnc2c(OC)cccc2c1N1CC(C)CC(C)C1 (centres undefined),5,-2,4,2,-0.2,-3,0,-2,9
S=C(NC1CCCCC1)N1CCC(C2C=NC=N2)CC1 (centres undefined),1,2,-1,-1,.,-27,-8,8,3
CCC(=O)Nc1cccc(NC(=O)CSc2nnnn2C)c1,0,-3,14,1,26,7,-7,8,-8
CN(C(=O)CN1C(=O)S/C(=C\c2cccc(Cl)c2)C1=O)C1CCS(=O)(=O)C1 (centres undefined),2,-3,11,-3,-0.6,9,0,8,-11
COc1ccc(CNC(=O)C(c2cccs2)N(Cc2ccco2)C(=O)Cc2cccs2)cc1 (centres undefined),16,-27,18,6,-0.3,13,-12,2,-10
C[C@@H]1CN([C@H](C)CO)C(=O)CCCn2nncc2CO[C@@H]1CN(C)C(=O)c1ccccc1,1,3,-12,1,-0.2,11,-3,5,1
CC(NC(=O)C(C)N1CCN(Cc2ccccc2)CC1)c1ccccc1 (centres undefined),0,0,12,-6,-1.0,-3,-1,5,4
Cc1nnc(-c2ccc(N3CCCCCC3)c([N+](=O)[O-])c2)o1,0,0,9,-5,-1.1,8,1,0,-1
CN(C)c1ccc(/C=N\NC(=O)c2ccc(Cn3cc(Cl)cn3)cc2)cc1,0,-1,6,-3,-1.6,-6,3,2,3
C[C@@H](NC(=O)[C@@H]1CCCN1C(=O)[C@@H]1CCCN1C(=O)c1cccc2ccccc12)c1ccccc1,2,-3,-7,3,.,.,10,-15,.
COc1ccc(Oc2cc(C)c3cccc(C)c3n2)cc1,-2,4,-14,-1,4.0,-21,14,-9,3
CN1C(=O)N(CC(=O)Nc2ccc(C(F)(F)F)cc2)C(=O)C12CCCCC2,3,-1,0,0,-0.7,-9,-1,5,6
COc1ccccc1CCNC(=O)CCn1c(=O)c2cccn2c2ccc(F)cc21,8,-5,6,-1,-1.1,-7,-9,-5,3
C/C(CC(=O)NC1C2CC3CC(C2)CC1C3)=N\NC(=O)Cc1cccs1 (centres undefined),0,-3,-7,-2,-1.5,-3,-3,2,1
COc1cc2c(cc1OC)C(NNC(=O)c1ccc(Br)o1)=NC(C)(C)C2,2,-3,8,-3,0.1,5,10,-6,2
Cc1ccccc1-n1c(=O)cc(N2CCN(Cc3ccccc3)CC2)[nH]c1=O,0,-6,0,3,-0.6,-6,-4,6,7
O=C(Nc1cc(C(F)(F)F)ccc1N1CCOCC1)c1cncc(Br)c1,0,-2,0,-3,-1.0,1,8,-1,1
O=C(OCc1ccccc1)N1CCC2CC1c1cc(N3CCNCC3)ccc12 (centres undefined),6,-3,1,-2,-0.6,5,-10,9,-13
Cc1ccc(CNC(=O)CSc2c3c(nc4cc(Cl)ccc24)CCCC3)o1,0,5,-1,-2,-1.4,-6,-2,-4,7
CCOC(=O)c1c(C)noc1-c1ccco1,0,12,-1,-1,-2.3,-11,-2,5,15
CCn1nc(NS(=O)(=O)c2ccc([N+](=O)[O-])cc2)c2cc3ccc(C)cc3nc21,0,-5,4,-5,-1.1,10,0,1,-3
CCCn1nnc(NC(=O)C(c2ccccc2)c2ccccc2)n1,-1,8,-9,-1,-1.0,-14,7,8,12
CCN(CC(=O)Nc1ccccc1C(F)(F)F)C(=O)CCc1nc2sc3c(c2c(=O)[nH]1)CCCC3,0,0,9,0,0.6,-12,5,-1,9
O=c1[nH][nH]c2c1[C@H](c1ccc(F)cc1)O[C@H](CCc1ccccc1)C2,2,-3,5,4,.,.,15,1,.
COc1ccccc1NC(=O)COc1ccccc1C(=O)c1cnn(-c2ccccc2)c1,8,-6,13,-4,-1.2,0,1,1,-9
O=C(Nc1nnc(SCC(=O)N2CCCC2)s1)C1CC(=O)N(c2ccc(F)cc2)C1 (centres undefined),1,0,3,-4,-0.2,-2,12,-9,2
O=[N+]([O-])c1ccccc1S(=O)(=O)Nc1cccnc1,0,-2,8,1,-0.7,-7,-5,12,1
CCOC(=O)N1CCC(NC(=O)c2cc(C(=O)NCc3cccc(Cl)c3)ccc2CO)CC1,1,5,-1,-5,0.1,-22,-1,2,0
COc1cccc(CN(Cc2ccccc2F)S(=O)(=O)c2ccc(S(=O)(=O)NCc3ccccc3)cc2)c1,0,-5,-4,-2,12,-6,-5,0,-4
C/C(=N\NC(=O)C1COc2ccccc2O1)c1cc2ccccc2o1 (centres undefined),0,-1,3,-4,1.3,-2,-2,11,6
O=C(NCc1cccs1)c1ccccc1C(=O)NCc1cccs1,6,-7,2,-4,-2.5,-2,17,-14,5
C(=N\Nc1ccc2ccccc2n1)/c1ccc2c(c1)OCO2,0,0,7,-3,0.2,1,0,-1,-2
Cc1ccc(N2CCN(/N=C/c3ccccc3[N+](=O)[O-])CC2)cc1,2,5,3,-2,-2.6,-4,14,-23,4

# By substructure: the compounds so far with an aryl thioether with sulfur outside any ring
SMILES,CHRM4 agonist,M5 PAM,M5 antag,CHRM5 agonist,CRFR2-BP ag,M1 antag,CHRM4 PAM,CHRM4 antagonist,M1 PAM
CCOc1ccc2nc(SCC(=O)Nc3cccc(S(=O)(=O)NC4=NCCCCC4)c3)[nH]c2c1,8,-7,7,0,-1.9,1,-11,-8,-1
CSc1ccccc1NC(=O)CSCc1ccc(C)cc1,-2,3,4,-3,0.1,-15,0,6,11
CCC(=O)Nc1cccc(NC(=O)CSc2nnnn2C)c1,0,-3,14,1,26,7,-7,8,-8
Cc1ccc(CNC(=O)CSc2c3c(nc4cc(Cl)ccc24)CCCC3)o1,0,5,-1,-2,-1.4,-6,-2,-4,7
O=C(Nc1nnc(SCC(=O)N2CCCC2)s1)C1CC(=O)N(c2ccc(F)cc2)C1 (centres undefined),1,0,3,-4,-0.2,-2,12,-9,2

# Remaining list, next part:
SMILES,CHRM4 agonist,M5 PAM,M5 antag,CHRM5 agonist,CRFR2-BP ag,M1 antag,CHRM4 PAM,CHRM4 antagonist,M1 PAM
CCOc1ccc(NC(=O)c2ccc(OCC3CCCO3)cc2)cc1S(=O)(=O)N(CC)CC (centres undefined),3,7,-1,2,-2.9,1,1,-5,-3
O=C(Nc1ccc(F)cc1F)c1noc2c1CCC2,2,-9,6,2,0.0,-6,5,2,0
Cn1ncc(Br)c1C(=O)Nc1ccc(F)cc1F,1,2,4,-9,-3.1,-2,2,2,3
CCN1CCN(c2cc(N3CCN(C(=O)c4ccco4)CC3)c3c4c(onc24)-c2ccccc2C3=O)CC1,3,-3,4,-5,0.4,-11,1,3,6
CC12CC3CC(C)(C1)CC(C(=O)Nc1nn[nH]n1)(C3)C2,0,-3,4,3,-0.3,5,-8,14,-3
Cc1ccc2cc(-c3noc(C4CCCO4)n3)c(=O)[nH]c2c1 (centres undefined),1,4,0,1,0.1,8,-3,3,2
O=C(Cc1ccccc1[N+](=O)[O-])NCCC1=CCCCC1,2,9,5,1,-5.0,-13,9,-3,14
CCOC(=O)c1ccc(NC(=O)Nc2c(C)nn(C)c2C)cc1,1,-6,13,-4,1.1,-10,-3,12,9
CC(OC(=O)C1CCCC1)C(=O)Nc1ccc(C(N)=O)cc1 (centres undefined),0,-4,14,1,-1.0,0,2,0,11
O=C(COC(=O)c1ccc(Cl)nc1)NC1CCCCCC1,0,0,2,0,0.0,-2,26*,-1,8
O=C(c1ccc(-c2ccccc2)cc1)c1ccccc1C(=O)N1CCOCC1,5,-8,7,0,0.7,-9,-9,-5,6
C[C@@H]1CN([C@H](C)CO)S(=O)(=O)c2ccc(Br)cc2O[C@@H]1CN(C)C(=O)NC1CCCC1,0,-4,11,-1,3.6,-20,12,-13,7
O=C(CSc1nnc(Cc2ccccc2)o1)Nc1ccc(N2CCOCC2)cc1,0,-6,16,0,0.9,-4,4,-12,2
Cc1ccc(NC(=S)Nc2ccc3cn[nH]c3c2)cc1C,0,0,-1,-3,-0.6,-2,-2,3,9
COc1cc(C2NC(=O)NC(C)=C2C(=O)OC2CCCCC2)cc(Br)c1O (centres undefined),0,0,0,-1,-0.4,3,-3,2,0
CC(c1ccccc1)N1CC(C(=O)Nc2ccc(F)cc2)CC1=O (centres undefined),2,2,14,1,-1.3,-7,6,1,6
COCCOC(=O)c1[nH]c2c(c1C)C(=O)CC(c1ccccc1)C2 (centres undefined),3,-5,1,-1,-1.5,-25,7,-5,2
CCOc1ccc(C(=O)Nc2nnc(SCC(=O)NCC3CCCO3)s2)cc1OCC (centres undefined),0,-5,7,0,-4.8,2,-6,12,-1
CC(C)(CNC(=O)Cc1ccc(Cl)cc1Cl)N1CCCCC1,1,-5,18,-6,-0.2,12,-11,14,-10
O=C(COC(=O)c1ccccc1NCCO)Nc1cc(C(F)(F)F)ccc1N1CCOCC1,6,-3,12,1,0.3,3,-6,3,0
N#Cc1cc2c(nc1SCC(=O)O)CCCCC2,0,12,-3,-1,-0.7,-16,-1,-1,10
O=C(NC12CC3CC(CC(C3)C1)C2)c1cc([N+](=O)[O-])ccc1Cl,0,-3,7,-2,-3.0,-8,-7,-2,0
CC(C)CNC(=S)N1CCC(NC(=O)c2ccco2)CC1,1,2,8,-4,0.8,-5,-2,2,7
CCN(c1ccc(C)cc1C)S(=O)(=O)c1nnc(NC(=O)c2ccco2)s1,6,0,-5,-3,-0.2,1,1,-23,11
CSc1ccc(C(=O)C2CCCN(C(=O)Cc3nonc3C)C2)cc1 (centres undefined),2,-1,9,-2,0.7,-5,-3,1,7
c1ccc(Cn2nnnc2C(c2ccccc2)N2CCN(c3nc4ccccc4s3)CC2)cc1 (centres undefined),1,3,-5,-3,6.0,11,-1,-9,-5
N/C(CC(=O)Nc1ccc(F)cc1)=N\O,0,-3,1,0,0.5,7,3,7,-5
O=C(COC(=O)c1cc(=O)[nH]c2ccccc12)NC1CCCC1,1,-4,15,1,-7.0,0,1,2,4
COC(=O)/C=C1\S/C(=N/NC(=O)c2ccccc2)NC1=O,0,1,-7,-2,-0.9,3,10,-3,1
CCC1(C(N)=O)CC2C=CC1C2 (centres undefined),1,-6,0,4,-0.8,-13,-5,-1,0

# Screening data (PubChem BioAssay)
